Screens as filed in PubChem BioAssay.
GASC-1 inh: blocks human GASC-1 demethylase activity; Q9H3R0; inhibition, % at 2.35 µM; GST-JMJD2C(1-420) H3K9me3 demethylation, DELFIA europium; hit rate 0.069% among 330,000;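 active = more than half of a compound's replicate wells show inhibition beyond 50%, single wells judged on their own value; inconclusive = some, but no more than half, of replicates pass 50% inhibition; inactive = no replicate passes 50% inhibition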;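 note: signal counts dimethyl H3K9 product captured on neutravidin plate; 0% = median of DMSO wells and 100% = 0.3 times that DMSO median; strong numbers were not always called active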
CIT2-GFP yeast: alters CIT2-GFP fluorescence in TOR pathway yeast screen | S. cerevisiae CIT2-GFP strain, flow cytometry, 3 h; 100 means same as DMSO wells | GFP response vs DMSO, % at 10 µM | hit rate 0.065% among 320,000;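 active = GFP response relative to DMSO above a set limit, near the screen mean plus 3 SD, cut at about 150% in these data; inconclusive = Fewer than 70 cells measured for a yeast strain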;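 note: ratio of well median GFP fluorescence to mean of DMSO wells on the plate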
LAP4 TOR yeast: yeast TOR pathway LAP4-GFP modulation. GFP response vs DMSO, % at 10 µM. S. cerevisiae LAP4-GFP multiplex, flow cytometry GFP, 3 h; median GFP as percent of DMSO wells. hit rate 0.34% among 320,000. AID 2023;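 active = GFP response vs DMSO above a set limit, about the screen mean plus 3 SD, cut at about 150% in these data; inconclusive = under 70 cell events counted for the yeast strain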
VLA-4 inh: inhibition in a human VLA-4 binding assay. VLA-4 expressing cells, ligand binding flow cytometry. inhibition, % (about 7 µM as worked out from the volumes in the protocol). hit rate 0.2% among 330,000; in the data active = inhibition above about 50%
Target sequence (P13612 whole entry, looked up): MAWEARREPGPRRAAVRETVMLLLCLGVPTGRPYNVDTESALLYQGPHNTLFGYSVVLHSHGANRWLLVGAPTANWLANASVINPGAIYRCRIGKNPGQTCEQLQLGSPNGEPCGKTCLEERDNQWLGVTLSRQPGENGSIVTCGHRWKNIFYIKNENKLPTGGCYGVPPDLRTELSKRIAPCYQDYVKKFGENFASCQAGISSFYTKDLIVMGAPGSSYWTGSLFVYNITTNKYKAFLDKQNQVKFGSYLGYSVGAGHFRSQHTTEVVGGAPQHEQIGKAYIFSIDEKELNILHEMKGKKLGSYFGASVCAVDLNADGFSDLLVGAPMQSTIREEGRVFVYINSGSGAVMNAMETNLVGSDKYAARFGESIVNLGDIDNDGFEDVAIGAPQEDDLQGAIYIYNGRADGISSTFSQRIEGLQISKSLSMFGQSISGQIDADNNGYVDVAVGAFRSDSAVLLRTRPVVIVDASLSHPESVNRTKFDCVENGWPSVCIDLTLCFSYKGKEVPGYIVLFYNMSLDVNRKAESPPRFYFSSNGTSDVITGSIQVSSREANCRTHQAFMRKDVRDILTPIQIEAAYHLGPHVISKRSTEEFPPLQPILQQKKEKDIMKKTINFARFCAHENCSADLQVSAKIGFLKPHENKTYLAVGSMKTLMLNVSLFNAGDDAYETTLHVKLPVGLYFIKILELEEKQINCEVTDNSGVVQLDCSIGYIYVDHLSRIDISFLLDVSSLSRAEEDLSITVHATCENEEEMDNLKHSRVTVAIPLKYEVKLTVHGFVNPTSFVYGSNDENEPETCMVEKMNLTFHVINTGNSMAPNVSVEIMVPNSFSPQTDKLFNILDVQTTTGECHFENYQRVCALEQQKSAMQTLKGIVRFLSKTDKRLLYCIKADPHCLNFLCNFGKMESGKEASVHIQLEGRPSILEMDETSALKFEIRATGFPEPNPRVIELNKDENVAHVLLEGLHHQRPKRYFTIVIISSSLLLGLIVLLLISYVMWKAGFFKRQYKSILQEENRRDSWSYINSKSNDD
RPL19A TOR yeast: alters RPL19A-GFP fluorescence in TOR pathway yeast screen; AID 2025; hit rate 0.3% among 330,000; S. cerevisiae RPL19A-GFP strain, flow cytometry, 3 h; stronger effect = lower value; percent response vs DMSO, % at 10 µM;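 active = percent response vs DMSO below 50%; inconclusive = fewer than 70 events counted for the yeast strain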;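 note: median channel GFP fluorescence of the barcoded RPL19A-GFP strain; ratio of sample median GFP to plate DMSO average so 100% = DMSO; lower means less RPL19A-GFP as with rapamycin TOR inhibition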
GRK2 aptamer HTS: human GRK2 inhibition via aptamer displacement | hit rate 0.59% among 330,000 | inhibition of aptamer binding, % at 10 µM | P25098 | bead flow cytometry, FAM-aptamer displacement from GRK2;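 active = inhibition of aptamer binding above 40%, roughly 3 SD of noise, on plates passing a quality check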;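 note: median bead fluorescence of bound FAM aptamer so fluorescent compounds give negative values; no value below 0 was filed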
AGP1 TOR yeast: alters AGP1-GFP fluorescence in TOR pathway yeast screen; S. cerevisiae AGP1-GFP multiplex flow cytometry, 3 h; GFP as percent of DMSO wells; GFP response vs DMSO, % at 10 µM; hit rate 0.02% among 320,000; AID 2066;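 active = GFP response relative to DMSO above a set limit, near screen average plus 3 SD, cut at about 150% in these data; inconclusive = fewer than 70 cells counted for the yeast strain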;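 note: median GFP channel fluorescence of the gated AGP1 strain per well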
MEP2 TOR yeast: modulators of TOR pathway MEP2-GFP in S. cerevisiae | hit rate 0.51% among 330,000 | S. cerevisiae MEP2-GFP strain, flow cytometry GFP, 3 h; 100% = DMSO control level | GFP response vs DMSO, % at 10 µM;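 active = GFP response versus DMSO above a set limit, roughly screen mean plus 3 SD, cut at about 180% in these data; inconclusive = fewer than 70 cells counted for a yeast strain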;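 note: median GFP fluorescence of the barcode-gated MEP2-GFP cells per well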
The depositor's hits bear a star; u = inconclusive; x = not tested or not shown; [ ] = another dose, or the depositor's remark.

GASC-1 inh	CIT2-GFP yeast	LAP4 TOR yeast	VLA-4 inh	RPL19A TOR yeast	GRK2 aptamer HTS	AGP1 TOR yeast	MEP2 TOR yeast	compound
12	108	101	1	107	0	105	105	Cc1cc(C)n(-c2nc(O)cc(=O)[nH]2)n1
7	100	106	-10	108	0	102	113	CC(OC(=O)CCCC(=O)Nc1ccccc1)C(=O)c1ccccc1 (stereo not drawn)
-4	99	97	9	100	2	100	98	COc1ccccc1NC(=O)/C(=C\c1cccnc1)NC(=O)c1ccccc1
-2	105	130	8	110	6	107	145	CN1CCN(S(=O)(=O)c2cccc(C(=O)Nc3ccc(Br)cc3Br)c2)CC1
7	100	98	8	99	0	101	99	CC1CCCCN1CCCNC(=O)c1ccc2c(=O)n(CCc3ccccc3)c(=O)[nH]c2c1 (stereo not drawn)
13	83	162*	-1	95	0	91	98	Cc1cccc(OCCCSc2nc3ccc(C)cc3[nH]2)c1
1	93	111	16	93	2	95	102	COc1ccc(C(=O)OCCOc2ccccc2C(C)=O)c(O)c1
-5	94	92	-7	95	5	95	93	CCc1nc(CN(C)C(=O)C2CCC(=O)N(CCc3cccc(F)c3)C2)no1 (stereo not drawn)
-14	102	96	-16	103	0	94	102	CC1CCC2C(=O)N(c3ccc(C(=O)NCc4ccccc4)cc3)C(=O)C2C1 (stereo not drawn)
-18	104	102	10	116	0	104	105	CN(C)C(=O)C1C2NC(=S)N(c3cccc(Cl)c3)C1(C)Oc1ccc(Cl)cc12 (stereo not drawn)
2	90	99	-1	94	1	105	101	CC(C)(C)c1ccc(-c2n[nH]c(=S)n2CC2CCCO2)cc1 (stereo not drawn)
-1	94	102	-5	92	2	95	95	COc1cccc(COC(=O)Cc2ccc(S(=O)(=O)N3CCOCC3)s2)c1OC
22	103	102	12	103	2	98	110	O=C(CCNC(=O)c1ccc(Br)cc1)Nc1ccc(S(=O)(=O)N2CCOCC2)cc1
-4	82	101	-12	89	3	87	96	Cc1ccc2cc(C#N)c(N3CCCC3)nc2c1C
3	106	103	3	x	3	106	102	Nc1nc(SCC(=O)Nc2ccccc2)[nH]c(=O)c1-c1ccccc1

Following part.
GASC-1 inh	CIT2-GFP yeast	LAP4 TOR yeast	VLA-4 inh	RPL19A TOR yeast	GRK2 aptamer HTS	AGP1 TOR yeast	MEP2 TOR yeast	compound
-9	96	98	7	105	1	99	99	CCc1ccc(NC(=O)CO/N=C(\C)c2cc3ccccc3o2)cc1
u	104	92	-6	102	5	99	104	O=C(Nc1cccc(Cl)c1)Nc1nnc(CC2=CCCCC2)s1
-24	119	106	-8	103	0	96	107	Cc1cccc(OCC(=O)OCC(=O)N(CC(C)C)c2c(N)n(Cc3ccccc3)c(=O)[nH]c2=O)c1C
5	100	107	20	105	3	107	104	CCC(C)(C)NC(=O)c1ccc(Br)o1
-47	92	99	8	100	0	99	110	O=C(CSc1nnc2c(Cl)cc(C(F)(F)F)cn12)Nc1ccc2c(c1)OCO2
-1	91	94	0	98	0	95	100	O=C(CSc1nnc(CN2CCOCC2)n1-c1ccc(Cl)cc1)N1CCc2ccccc21
5	87	153*	3	83	0	111	104	O=C(NCCN1CCCC1)c1ccc(Cn2c(=S)[nH]c3cc4c(cc3c2=O)OCO4)cc1
-8	96	112	5	110	0	102	99	Cc1ccc(C(=O)N[C@@H](C)CN2C3=NC[C@H](C(C)C)N3C[C@H]2Cc2ccc(O)cc2)cc1Br
5	101	108	10	104	3	105	100	Cc1oc2cc3oc(=O)c(CCC(=O)NCCCN4CCCC4=O)c(C)c3cc2c1C
8	97	90	11	101	3	95	96	COc1ccccc1NC(=O)c1ccc(COc2ccc3c(c2)CCC3)cc1
-12	102	125	-66	100	0	102	101	CC1=N/C(=C/c2cccnc2)C(=O)O1
-24	99	98	10	100	2	99	97	COc1ccccc1NC(=O)CC1S/C(=N/N=C(\C)C2CCCCC2)NC1=O (stereo not drawn)
1	96	100	3	102	0	100	97	CCC(C)Sc1nc2c([nH]c3ccccc32)c(=O)n1C (stereo not drawn)
-6	88	100	3	94	1	98	97	CCN(CC(=O)NCCc1ccccc1)S(=O)(=O)c1ccccc1
6	100	105	0	100	2	97	108	CC(=O)c1c(C)nc(-c2cccc([N+](=O)[O-])c2)n1O

(next part)
GASC-1 inh	CIT2-GFP yeast	LAP4 TOR yeast	VLA-4 inh	RPL19A TOR yeast	GRK2 aptamer HTS	AGP1 TOR yeast	MEP2 TOR yeast	compound
4	85	103	4	92	3	x	102	COc1c(S(=O)(=O)N2CCCC2)ccc(Cl)c1Cl
13	104	108	28	111	0	108	110	CC(=O)NC12CC3CC(C1)CC(C(=O)OCC(=O)c1cc(C)n(C)c1C)(C3)C2
7	110	119	2	99	11	107	106	CN(CC(=O)Nc1cccc(F)c1)C(=O)CCc1nc2sc3c(c2c(=O)[nH]1)CCCC3
8	87	97	-13	96	0	98	94	CS(=O)(=O)N(CC(=O)NCc1ccccc1)C1CCCCC1
6	102	100	-18	96	0	114	104	O=C1CS/C(=C\[N+](=O)[O-])N1c1ccccc1
0	111	129	1	104	0	123	109	CC(C)OC(=O)CSc1nnc(-c2ccccn2)n1N
-7	u	82[may fluoresce violet]	0	97[may fluoresce violet]	0	27[may fluoresce violet]	160[may fluoresce violet]	CCC1COCCS(=O)(=O)N1Cc1cccc(C(F)(F)F)c1 (stereo not drawn)
-2	97	81	0	91	0	88	89	CCN(CC(=O)Nc1c(F)cccc1F)C(=O)CNC(=O)c1ccc2c(c1)OCO2
8	104	93	-7	98	2	101	101	CCCc1cc(=O)[nH]c(SC(CC)C(=O)Nc2ccccc2C#N)n1 (stereo not drawn)
1	99	102	6	99	1	103	102	COC(=O)c1ccc(CSc2ccc(S(=O)(=O)N3CCCCC3)cn2)cc1
36	108	86	1	108	1	109	104	Cc1nc2ccc([N+](=O)[O-])cc2c(=O)n1Cc1ccccc1Br
-5	118	133	-5	95	4	92	102	C[C@@H]1NC(=O)[C@H](CCC(=O)O)NC(=O)c2cc([N+](=O)[O-])cc(F)c2NCCC[C@@H](C(N)=O)NC1=O
4	97	99	-3	100	3	99	96	Cc1cc(OCC(=O)NCCO)cc(C)c1Cl
37	94	103	-13	99	0	98	95	CCOc1cccc2sc(N(CCN(C)C)C(=O)c3ccc(Br)s3)nc12
2	99	96	-1	99	0	96	97	O=C(O)CNS(=O)(=O)c1cccc(Cl)c1

Other records
GASC-1 inh	CIT2-GFP yeast	LAP4 TOR yeast	VLA-4 inh	RPL19A TOR yeast	GRK2 aptamer HTS	AGP1 TOR yeast	MEP2 TOR yeast	compound
1	84	92	2	52	0	x	144	CCN(CC)C(=O)CSc1ncnc2c1nnn2-c1ccc(F)cc1
1	98	68	7	107	0	99	104	O=C(CSc1nc2ccccc2c(=O)[nH]1)Nc1ccc(N2CCOCC2)cc1
-13	75	96	-12	90	9	74	87	CC(NCCc1ccc(O)cc1)C(O)c1ccc(O)cc1 (stereo not drawn)
-2	92	93	-2	107	2	89	104	COc1ccc(OCCCn2ccnc2)cc1
70	100	107	-4	98	1	98	106	CCCCSCCCNC(=O)Nc1cccc(OC)c1
-1	90	94	-17	94	7	98	100	O=C(NC(=S)Nc1ccc(CN2CCOCC2)cc1)c1cccc([N+](=O)[O-])c1
0	101	90	8	98	3	99	99	Cc1ccc2nc3n(c(=O)c2c1)-c1cc(Cl)ccc1C(=O)NC3Cc1ccc(O)cc1 (stereo not drawn)
19	85	82	9	95	0	90	90	CCOC(=O)C1(c2ccccc2)NC(c2ccccc2C)C2C(=O)N(c3ccc4c(c3)OCO4)C(=O)C21 (stereo not drawn)
-13	109	97	19	99	31	99	113	OC(CCc1cccc(Cl)c1)c1cccs1 (stereo not drawn)
4	105	97	9	99	1	108	106	COc1ccc(C(=O)NC(=S)Nc2nc(-c3ccc(OC)c(Br)c3)cs2)cc1Br
-22	97	108	10	102	0	100	108	Cc1cc(NC(=O)c2ccccc2F)n(C(C)(C)C)n1
2	99	111	2	102	1	106	108	COc1ccc(-c2nc(=S)n3ccsc3n2)cc1OC
179	100	96	6	96	4	96	103	COc1ccc(C(CNC(=O)Cc2cccs2)N(C)C)cc1 (stereo not drawn)
9	94	109	-2	98	x	103	103	Cc1ccc2c(CN3CCOCC3)cc(=O)oc2c1
-1	92	108	12	99	3	103	102	CSc1nnc(NC(=O)CCc2ccccc2)s1

Continued.
GASC-1 inh	CIT2-GFP yeast	LAP4 TOR yeast	VLA-4 inh	RPL19A TOR yeast	GRK2 aptamer HTS	AGP1 TOR yeast	MEP2 TOR yeast	compound
7	121	120	9	132	4	113	114	COc1cc2c(cc1NC(=O)COC(=O)c1ccccc1)oc1ccccc12
-4	96	106	-25	97	1	101	100	CC(=O)NCCc1nc2ccccc2n1Cc1cccc(C)c1
2	82	91	-5	85	2	84	88	Cc1cc(N2CCCCC2)nc(NCc2ccccc2)n1
-4	97	108	14	95	7	100	103	Cc1cc2ncn(CCOc3ccccc3)c2cc1C

Ordered by length of the SMILES (smallest number first): part of the list above
GASC-1 inh	CIT2-GFP yeast	LAP4 TOR yeast	VLA-4 inh	RPL19A TOR yeast	GRK2 aptamer HTS	AGP1 TOR yeast	MEP2 TOR yeast	compound
-2	92	93	-2	107	2	89	104	COc1ccc(OCCCn2ccnc2)cc1
70	100	107	-4	98	1	98	106	CCCCSCCCNC(=O)Nc1cccc(OC)c1
-4	97	108	14	95	7	100	103	Cc1cc2ncn(CCOc3ccccc3)c2cc1C
9	94	109	-2	98	x	103	103	Cc1ccc2c(CN3CCOCC3)cc(=O)oc2c1
2	82	91	-5	85	2	84	88	Cc1cc(N2CCCCC2)nc(NCc2ccccc2)n1
2	99	111	2	102	1	106	108	COc1ccc(-c2nc(=S)n3ccsc3n2)cc1OC
-13	75	96	-12	90	9	74	87	CC(NCCc1ccc(O)cc1)C(O)c1ccc(O)cc1 (stereo not drawn)
-4	96	106	-25	97	1	101	100	CC(=O)NCCc1nc2ccccc2n1Cc1cccc(C)c1
179	100	96	6	96	4	96	103	COc1ccc(C(CNC(=O)Cc2cccs2)N(C)C)cc1 (stereo not drawn)
1	84	92	2	52	0	x	144	CCN(CC)C(=O)CSc1ncnc2c1nnn2-c1ccc(F)cc1
7	121	120	9	132	4	113	114	COc1cc2c(cc1NC(=O)COC(=O)c1ccccc1)oc1ccccc12
1	98	68	7	107	0	99	104	O=C(CSc1nc2ccccc2c(=O)[nH]1)Nc1ccc(N2CCOCC2)cc1
4	105	97	9	99	1	108	106	COc1ccc(C(=O)NC(=S)Nc2nc(-c3ccc(OC)c(Br)c3)cs2)cc1Br
-1	90	94	-17	94	7	98	100	O=C(NC(=S)Nc1ccc(CN2CCOCC2)cc1)c1cccc([N+](=O)[O-])c1
0	101	90	8	98	3	99	99	Cc1ccc2nc3n(c(=O)c2c1)-c1cc(Cl)ccc1C(=O)NC3Cc1ccc(O)cc1 (stereo not drawn)
19	85	82	9	95	0	90	90	CCOC(=O)C1(c2ccccc2)NC(c2ccccc2C)C2C(=O)N(c3ccc4c(c3)OCO4)C(=O)C21 (stereo not drawn)
